SKN-1 inh: blocks SKN-1 activity in C. elegans; C. elegans VP596 Pgst-4::GFP/RFP ratio, acrylamide-induced, 24 h; AID 624304; inhibition, % at 21.8 µM; actives 0.49% (n = 360,000);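 active = interference check ratio from 0.5 to 1.5 plus GFP to RFP signal ratio inhibition reaching or exceeding a fixed threshold, cut at about 30% in these data, passing the limit was not always enough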; note: some compounds called inactive have numbers as strong as hits
MLLE-PAM2 inh: blocks PAM2 peptide binding to the PABP1 MLLE domain | P11940 | GST-MLLE / FITC-PAM2 fluorescence polarization | inhibition, % at 20 µM | actives 0.36% (n = 360,000) | AID 588489; in the data active = inhibition above about 35%, passing the limit was not always enough;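 note: plate controls were DMSO wells with GST-MLLE for no effect and wells lacking GST-MLLE protein for full effect; some results filed as inactive read as strong as hits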
MT1-MMP act inh: inhibitors of human MT1-MMP activation; GFP/RFP ratio change, % at 20 µM; actives 0.061% (n = 360,000); P50281; HT1080 RFP-PRO-GFP cells, GFP/RFP ratio fluorescence, overnight; percent of plate control window, DMSO zero;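 active = GFP/RFP ratio change of at least 30% with cell ATP level not reduced by more than half and red fluorescence within 50% of control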; note: strong numbers were not always called active
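Assay system: RFP-PRO-GFP reporter HT1080 cells; read-out basis: GFP/RFP fluorescence ratio; benchmarks: DMSO wells and RFP-L50D-GFP cells; doses: 20 µM single dose, 1% DMSO; schedule: overnight cell settling, then overnight compound exposure, 37 °C, 5% CO2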
NadD inh: NadD (S. aureus) enzyme inhibition; purified NadD enzyme, colorimetric absorbance read-out; actives 0.78% (n = 360,000); inhibition, % at 20 µM; in the data active = inhibition above about 26%; note: some compounds past the cut are filed as inactive
Rin1-Abl PPI inh: human Rin1-Abl interaction inhibition; P00519+Q13671; TR-FRET Rin1/Abl binding, biochemical; inhibition, % at 7.35 µM; actives 0.4% (n = 360,000); AID 588664; in the data active = inhibition above about 5%, passing the limit was not always enough
CSN deneddyl inh: inhibitors of human CSN-mediated cullin deneddylation | Q92905 | Purified CSN, SCF-Nedd8-OG deneddylation, fluorescence polarization | inhibition, % at 12.5 µM | actives 0.38% (n = 360,000) | AID 651999;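 active = pattern-corrected inhibition above about 35%, with an unprinted fluorescence ratio check between 0.5 and 1.5, limit read from the data, passing the limit was not always enough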;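 note: 0% = enzyme with substrate and 100% = substrate without enzyme; some results filed as inactive read as strong as hits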
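Test system: Human Csn5 produced in HEK293T cells | Compound: 12.5 µM single point | Times: 90 min, room temperature | Signal: Fluorescence polarization readout | Read-out basis: % inhibition of substrate cleavage by Csn5 | Controls: no-enzyme wells high, enzyme-with-substrate wells low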
Neddyl block: inhibitors of human cullin neddylation; calls only at 25 µM; actives 0.58% (n = 360,000); AID 651699; P61081+Q13564; TR-FRET cullin neddylation, biochemical; in the data active = inhibition above about 36%
Target sequence (P61081 whole entry, looked up): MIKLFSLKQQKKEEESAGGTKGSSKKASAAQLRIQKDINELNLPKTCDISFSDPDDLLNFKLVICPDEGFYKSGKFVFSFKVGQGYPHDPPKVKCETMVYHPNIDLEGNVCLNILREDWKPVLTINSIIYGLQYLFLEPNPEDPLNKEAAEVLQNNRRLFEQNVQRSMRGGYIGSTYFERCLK
Target sequence (Q13564 whole entry, looked up): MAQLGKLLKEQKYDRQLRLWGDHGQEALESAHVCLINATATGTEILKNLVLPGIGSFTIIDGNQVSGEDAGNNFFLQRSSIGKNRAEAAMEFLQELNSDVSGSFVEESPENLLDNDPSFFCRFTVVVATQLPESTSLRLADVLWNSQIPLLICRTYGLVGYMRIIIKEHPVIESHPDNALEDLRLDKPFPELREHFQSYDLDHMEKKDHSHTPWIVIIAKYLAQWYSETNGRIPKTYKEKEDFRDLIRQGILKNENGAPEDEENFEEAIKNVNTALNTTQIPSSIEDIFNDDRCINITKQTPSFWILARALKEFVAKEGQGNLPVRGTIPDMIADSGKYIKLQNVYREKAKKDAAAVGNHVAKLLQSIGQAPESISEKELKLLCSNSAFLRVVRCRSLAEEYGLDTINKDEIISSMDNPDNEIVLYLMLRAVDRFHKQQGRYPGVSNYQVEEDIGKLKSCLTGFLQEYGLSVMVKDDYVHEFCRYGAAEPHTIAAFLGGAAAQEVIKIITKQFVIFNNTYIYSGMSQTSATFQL
Rpn11 inh: Rpn11 (human) deubiquitinase inhibition; O00487; human 26S proteasome, Ub4-pepOG fluorescence polarization; 20S core pre-blocked with epoxomicin; calls only at 20 µM; actives 0.59% (n = 360,000); AID 588493;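 active = inhibition at 20 µM, scaled to each plate's controls, above about 33%, limit read from the data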
Target sequence (O00487 whole entry, looked up): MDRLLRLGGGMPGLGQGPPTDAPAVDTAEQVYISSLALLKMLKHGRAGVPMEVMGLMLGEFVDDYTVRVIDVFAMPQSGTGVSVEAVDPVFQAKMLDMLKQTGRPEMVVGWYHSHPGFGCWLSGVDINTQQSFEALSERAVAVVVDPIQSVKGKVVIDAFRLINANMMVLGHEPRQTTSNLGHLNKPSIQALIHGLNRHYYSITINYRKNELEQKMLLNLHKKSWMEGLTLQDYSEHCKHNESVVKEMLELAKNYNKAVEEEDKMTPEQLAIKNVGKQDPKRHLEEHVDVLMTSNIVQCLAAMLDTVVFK
FAS TE block: inhibitors of human fatty acid synthase thioesterase domain. P49327. recombinant FAS-TE, OMFH fluorogenic substrate, fluorescence endpoint. inhibition, % at 15 µM. actives 0.67% (n = 360,000). AID 602261;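 active = compounds whose normalised, plate-corrected inhibition of enzyme fluorescence in the single-dose primary screen is 50% or more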;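 note: 0% = DMSO with enzyme and 100% = substrate without enzyme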
* = called active by the depositor; i = inactive.

(1) O=C1C=C(c2ccc3ncccc3c2)C[C@@H](c2ccc3c(c2)OCO3)C1
(2) CCC(C)(C)NC(=O)c1ccc2c(c1)N(CC(=O)OC)C(=O)C(C)(C)O2
(3) O=C(c1ccco1)N1CCN(Cc2csc(-c3ccccc3Cl)n2)CC1
(4) Fc1ccc(NC(=S)NCCN2CCOCC2)cc1
(5) CCOc1ccc(N(CC(=O)O)S(=O)(=O)c2ccc(OC)c(OC)c2)cc1
(6) FC(F)(F)c1nc(-c2cccs2)ncc1-c1nnnn1-c1ccc(Cl)cc1
(7) CCCc1cc(=O)[nH]c(SCC(=O)Nc2oc(C)c3c(C)n[nH]c(=O)c23)n1
(8) Cc1ccc2c(c1)[C@@H](O)C[C@@H](C)N2N=O
(9) O=c1nc2sc3ccccc3n2c(=O)n1-c1cccc(Cl)c1
(10) O=C(Oc1ccc(C(=S)N2CCOCC2)cc1)c1ccc(Br)cc1

| assay / compound | 1 | 2 | 3 | 4 | 5 | 6 | 7 | 8 | 9 | 10 |
| --- | --- | --- | --- | --- | --- | --- | --- | --- | --- | --- |
| SKN-1 inh | -8 | -11 | 2 | -4 | -20 | 4 | -1 | -9 | -22 | 6 |
| MLLE-PAM2 inh | 4 | 12 | 6 | 4 | 19 | 3 | 12 | 5 | 20 | 13 |
| MT1-MMP act inh | 6 | 0 | 2 | -1 | 2 | -3 | 6 | -15 | 3 | 1 |
| NadD inh | -1 | 4 | -1 | -1 | -1 | -7 | -3 | -7 | -5 | 0 |
| Rin1-Abl PPI inh | -2 | -1 | -1 | 1 | 4 | -3 | 3 | -1 | -1 | -3 |
| CSN deneddyl inh | -5 | 1 | 2 | -4 | 3 | 2 | -2 | 2 | -5 | -1 |
| Neddyl block | i | i | i | i | i | i | i | i | i | i |
| Rpn11 inh | i | i | i | i | i | i | i | i | i | i |
| FAS TE block | 17 | -5 | 0 | -2 | -11 | 34 | -6 | -3 | -4 | 11 |

(11) COc1ccc(CCCC(=O)Nc2ccccc2F)cc1
(12) CCN1C(=O)[C@H]2[C@@H](c3ccc(-c4ccccc4)cc3)N3CCCC[C@@]3(C(=O)OC)[C@H]2C1=O
(13) CCC(C)C(=O)N1CCc2cc(-c3csc(N)n3)ccc21 (centres undefined)
(14) CCCC(C)NC(=O)c1cc(S(=O)(=O)N2CCCCCC2)ccc1OC (centres undefined)
(15) Nc1nnc(SCc2cccnc2)s1
(16) O=C1Nc2cc3c(cc2C1=O)sc1ccccc13
(17) CCSc1nc(N)nc2c1ncn2C1OC(CO)C(O)C1O (centres undefined)
(18) CC(C)(C)N(CC#CCC1(O)c2ccccc2-c2ccccc21)CCO
(19) COc1ccnc(-n2cccc2C#N)c1C#N
(20) COc1ccc(S(=O)(=O)NCCc2nnc3ccc(SCc4cccnc4)nn23)cc1

| assay / compound | 11 | 12 | 13 | 14 | 15 | 16 | 17 | 18 | 19 | 20 |
| --- | --- | --- | --- | --- | --- | --- | --- | --- | --- | --- |
| SKN-1 inh | 4 | 6 | -3 | -7 | 2 | 21 | -9 | 12 | 3 | 6 |
| MLLE-PAM2 inh | -5 | -3 | 20 | 6 | 5 | 6 | 3 | -3 | 5 | 6 |
| MT1-MMP act inh | 2 | -4 | -12 | -2 | -1 | -2 | -3 | -9 | -5 | -2 |
| NadD inh | 6 | -1 | 1 | 2 | 2 | 2 | 1 | -2 | -6 | 2 |
| Rin1-Abl PPI inh | 2 | 4 | -4 | -3 | 1 | -9 | 4 | 3 | 6 | 0 |
| CSN deneddyl inh | -13 | 0 | 6 | -2 | -6 | 2 | 9 | -5 | 7 | -4 |
| Neddyl block | i | i | i | i | i | i | i | i | i | i |
| Rpn11 inh | i | i | i | i | i | i | i | i | i | i |
| FAS TE block | -4 | 25 | -16 | -3 | -10 | -1 | -4 | -2 | -4 | -1 |

(21) COc1ccc(NS(=O)(=O)c2ccc(-c3n[nH]c(=S)n3Cc3ccccc3)cc2)cc1
(22) COc1ccc(C)cc1N(CC(N)=O)S(=O)(=O)c1ccc(C)cc1
(23) NC(=S)N/N=C/c1c[nH]c2ccc(OCc3ccccc3)cc12
(24) CCCOc1ccccc1OCC(=O)Nc1cccc(S(=O)(=O)NC2=NCCC2)c1
(25) CC(=O)N=c1sccn1CC(=O)c1ccc([N+](=O)[O-])cc1
(26) CN(C)CCCN(C(=O)COc1ccccc1)c1nc2ccc(F)cc2s1
(27) CCS(=O)(=O)c1ccc(-c2cccc(NC(=O)COc3ccc(Cl)cc3)c2)nn1
(28) O=C1CCCC(=O)N1c1ccc(N2CCOCC2)c([N+](=O)[O-])c1
(29) COc1ccc(CCNC(=O)CCCC(=O)n2nc(C)c3ccccc32)cc1OC
(30) CC(C)(C)N(Cc1ccccc1)C(=O)COC(=O)C1CC1

| assay / compound | 21 | 22 | 23 | 24 | 25 | 26 | 27 | 28 | 29 | 30 |
| --- | --- | --- | --- | --- | --- | --- | --- | --- | --- | --- |
| SKN-1 inh | 10 | -20 | 34 | -8 | 9 | -8 | -3 | 4 | -8 | -1 |
| MLLE-PAM2 inh | -44 | 4 | -2 | 1 | -8 | 14 | -4 | 4 | 12 | -1 |
| MT1-MMP act inh | 0 | 0 | -2 | -2 | 2 | -2 | 6 | 1 | 0 | -5 |
| NadD inh | -4 | 1 | -8 | -5 | -2 | -8 | -4 | 0 | -5 | 2 |
| Rin1-Abl PPI inh | 2 | 1 | -2 | -1 | 0 | -1 | 0 | -1 | -4 | 1 |
| CSN deneddyl inh | 2 | 2 | 1 | 2 | -1 | 3 | 6 | -4 | 0 | 2 |
| Neddyl block | i | i | i | i | i | i | i | i | i | i |
| Rpn11 inh | i | i | i | i | i | i | i | i | i | i |
| FAS TE block | 2 | -5 | -3 | -2 | -3 | 3 | -6 | -7 | -5 | -4 |

(31) COc1ccc(-c2cnc3c(NC(C)=O)cc(-c4ccc(C(=O)NC5CC5)cc4)cn23)cc1OC
(32) CSCCC(NC(=O)COc1ccccc1)C(=O)N1CCCCC1 (centres undefined)
(33) O=C(CCc1ccc(Oc2cc([N+](=O)[O-])cc([N+](=O)[O-])c2)cc1)N1CCCCC1
(34) CCCCOc1ccc(/C=C/C(=O)NC2=Nc3ccccc3NC(C)=C2C(=O)OCC)cc1OC
(35) O=C(CNC(c1ccccc1)c1ccccc1)Nc1c(F)cccc1F
(36) Cc1ccc(NC(=O)CCSc2ccccc2)c(C)c1
(37) CCCCCCCCCCn1cc(C(C)=O)c(=O)[nH]c1=O
(38) CC(C)n1ncc2c(C(=O)N3CCN(Cc4ccc(Br)s4)CC3)cc(C3CC3)nc21
(39) Cc1nn(C)c(C)c1CN(C(=O)CCc1nnc(Cc2c[nH]c3ccccc23)o1)C(C)C
(40) Cc1c(C)c2cc3c4c(oc3c(C)c2oc1=O)CCCC4

| assay / compound | 31 | 32 | 33 | 34 | 35 | 36 | 37 | 38 | 39 | 40 |
| --- | --- | --- | --- | --- | --- | --- | --- | --- | --- | --- |
| SKN-1 inh | -5 | -36 | -3 | -7 | 9 | 0 | -22 | 28 | 1 | -15 |
| MLLE-PAM2 inh | -21 | 10 | -5 | -6 | 4 | -2 | 8 | -5 | 5 | 3 |
| MT1-MMP act inh | -8 | -7 | -6 | -7 | -2 | 0 | -2 | 1 | -7 | -16 |
| NadD inh | -7 | 2 | 3 | 3 | -2 | -6 | 9 | -11 | -1 | 1 |
| Rin1-Abl PPI inh | 1 | 1 | -5 | 3 | 5 | -6 | -1 | -3 | 0 | -1 |
| CSN deneddyl inh | 7 | -1 | 1 | 10 | -6 | 1 | 1 | -3 | -2 | 2 |
| Neddyl block | i | i | i | i | i | i | i | i | i | i |
| Rpn11 inh | i | i | i | i | i | i | i | i | i | i |
| FAS TE block | 0 | -1 | 10 | 15 | -4 | -1 | 5 | 34 | -11 | 4 |

(41) C=CC[C@H](CC(=O)NCCO)C(=O)N[C@@H](C)COC(=O)[C@H](CC=C)CC(=O)OC(C)(C)C
(42) CCOC(=O)CN(C(=O)COC(=O)C1(c2ccccc2)CC1)c1ccc(F)cc1
(43) O=C(COc1ncnc2ccccc12)N1CCN(S(=O)(=O)c2ccc(Cl)cc2)CC1
(44) COc1ccccc1N(C)S(=O)(=O)c1ccc(C(=O)Nc2ncc(C)s2)cc1
(45) COc1cc(/C=C/C(=O)OCc2c(C)noc2C)ccc1OC(F)F
(46) Cc1cc(Cl)c2oc(C(=O)N(CCO)Cc3ccccc3)c(C)c2c1
(47) CCOc1cc(Br)ccc1S(=O)(=O)NCc1ccccc1

| assay / compound | 41 | 42 | 43 | 44 | 45 | 46 | 47 |
| --- | --- | --- | --- | --- | --- | --- | --- |
| SKN-1 inh | 2 | 17 | -12 | 9 | -9 | -2 | 2 |
| MLLE-PAM2 inh | -13 | 6 | -9 | -10 | -8 | 26 | -2 |
| MT1-MMP act inh | 4 | 0 | 4 | -6 | 0 | 0 | 5 |
| NadD inh | -5 | -1 | 9 | 7 | 1 | -9 | -4 |
| Rin1-Abl PPI inh | 4 | 0 | 1 | 0 | -5 | 0 | 2 |
| CSN deneddyl inh | -1 | -3 | 2 | 0 | -3 | 4 | 0 |
| Neddyl block | i | i | i | i | i | i | i |
| Rpn11 inh | i | i | i | i | i | i | i |
| FAS TE block | -9 | 11 | -1 | 15 | 10 | 14 | 7 |

Among those listed so far, seven have fluorine.
(4) Fc1ccc(NC(=S)NCCN2CCOCC2)cc1
(6) FC(F)(F)c1nc(-c2cccs2)ncc1-c1nnnn1-c1ccc(Cl)cc1
(11) COc1ccc(CCCC(=O)Nc2ccccc2F)cc1
(26) CN(C)CCCN(C(=O)COc1ccccc1)c1nc2ccc(F)cc2s1
(35) O=C(CNC(c1ccccc1)c1ccccc1)Nc1c(F)cccc1F
(42) CCOC(=O)CN(C(=O)COC(=O)C1(c2ccccc2)CC1)c1ccc(F)cc1
(45) COc1cc(/C=C/C(=O)OCc2c(C)noc2C)ccc1OC(F)F

| assay / compound | 4 | 6 | 11 | 26 | 35 | 42 | 45 |
| --- | --- | --- | --- | --- | --- | --- | --- |
| SKN-1 inh | -4 | 4 | 4 | -8 | 9 | 17 | -9 |
| MLLE-PAM2 inh | 4 | 3 | -5 | 14 | 4 | 6 | -8 |
| MT1-MMP act inh | -1 | -3 | 2 | -2 | -2 | 0 | 0 |
| NadD inh | -1 | -7 | 6 | -8 | -2 | -1 | 1 |
| Rin1-Abl PPI inh | 1 | -3 | 2 | -1 | 5 | 0 | -5 |
| CSN deneddyl inh | -4 | 2 | -13 | 3 | -6 | -3 | -3 |
| Neddyl block | i | i | i | i | i | i | i |
| Rpn11 inh | i | i | i | i | i | i | i |
| FAS TE block | -2 | 34 | -4 | 3 | -4 | 11 | 10 |

Screening results deposited in PubChem by several laboratories.
